CRFR2-BP antag: antagonists of CRF-BP/CRF-R2 complex, primary screen, cell-based, HEK293, calcium dye fluorescence, uHTS | CRF-induced calcium fluorescence | hit rate 0.59% among 350,000 | inhibition, % at 11.8 µM;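 active = inhibition of the ligand-induced calcium signal above about 50% at the single tested concentration, limit read from the data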
MEKK2 WT-MEK5: modulators of MEK5 binding to wildtype MEKK2, primary screen, biochemical, multiplex bead flow cytometry, Alexa488-MEK5; Mitogen-activated protein kinase kinase kinase 2 (Homo sapiens), Q9Y2U5; hit rate 1.1% among 290,000; binding response (% of control), % at 10 µM; Alexa488-MEK5 binding to MEKK2 WT; actives lie on both sides; in the data active = binding response below about 67% or above about 130%
MEKK2mut PB1 HTS: MEK5 binding signal on mutant MEKK2 PB1, primary screen, biochemical, multiplex bead flow cytometry, Alexa488-MEK5; percent response, % at 10 µM; AID 1530, 2009; Alexa488-MEK5 binding to MEKK2 mutant; hit rate 0.35% among 290,000; in the data active = percent response above about 24%, passing the limit was not always enough; note: inactives centre near 1; some results filed as inactive read as strong as hits
SUMO HTRF inh: inhibitors of in vitro SUMOylation cascade, primary screen, biochemical, HTRF, uHTS. SUMO-conjugating enzyme UBC9 (Homo sapiens), P63279. HTRF SUMOylation assay, SAE1/SAE2 + UBC9. inhibition, % at 35 µM. hit rate 0.36% among 290,000. AID 2006, 2009; in the data active = inhibition above about 50%, passing the limit was not always enough; note: strong numbers were not always called active
Target sequence (P63279 whole entry, looked up): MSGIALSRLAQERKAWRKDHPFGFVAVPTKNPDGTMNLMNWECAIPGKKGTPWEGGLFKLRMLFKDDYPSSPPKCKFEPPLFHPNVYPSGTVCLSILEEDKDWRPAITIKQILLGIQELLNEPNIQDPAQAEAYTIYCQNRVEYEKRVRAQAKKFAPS
GalR3 antagonist: GalR3 antagonists in HEK293 cells, primary screen, cell-based, fluorescence readout | Galanin receptor type 3 (Homo sapiens), O60755 | HEK293 GalR3-CNG cAMP membrane potential fluorescence; galR3 body fused to GalR1 C-terminus | inhibition, % at 3 µM | hit rate 0.44% among 360,000;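 active = inhibition above the screen-wide average plus 3 SD, cut at about 13% in these data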;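 note: forskolin and galanin both at EC90 stimulate the cells; cAMP rise reported by CNG channel membrane potential dye signal; 0% = forskolin plus galanin with DMSO and 100% = forskolin alone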
Target sequence (O60755 1-299 limits assumed): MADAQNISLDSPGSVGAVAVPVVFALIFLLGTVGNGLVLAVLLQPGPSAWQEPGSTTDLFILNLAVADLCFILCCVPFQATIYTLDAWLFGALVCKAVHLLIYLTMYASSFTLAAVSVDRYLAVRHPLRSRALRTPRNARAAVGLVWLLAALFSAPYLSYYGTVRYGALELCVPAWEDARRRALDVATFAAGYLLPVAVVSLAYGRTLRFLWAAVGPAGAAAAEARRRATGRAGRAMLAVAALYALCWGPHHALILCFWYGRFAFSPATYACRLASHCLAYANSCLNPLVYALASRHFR
FID counter: compounds displacing fluorescent DNA intercalator, primary screen, artefact control for HCV NS3 helicase inhibitor project, biochemical, FID fluorescence; inhibition, % at 7.9 µM; DNA fluorescent intercalator displacement; AID 1845, 2009; hit rate 0.17% among 290,000; in the data active = inhibition above about 37%;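 note: 0% = vehicle and 100% = reference compound; higher means more ethidium bromide displaced from hairpin DNA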
CRFBP-R2 agonist: agonists of CRF-BP/CRF-R2 complex, primary screen, cell-based, HEK293, calcium dye fluorescence, uHTS; calcium dye fluorescence (FLIPR); percent of saturating CRF peptide response; activation, % at 13.2 µM; AID 588473, 2011; hit rate 0.46% among 350,000; CRF-binding protein / CRF receptor 2 complex (human);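 active = activation of at least 50%, plus an integration ratio under a set limit after plate pattern correction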;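 note: plate controls were neutral control wells without compound for no effect and CRF at EC100 for full effect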
NS3 helicase inh: inhibitors of HCV NS3 helicase, primary screen, biochemical, Cy5 molecular beacon fluorescence | hit rate 0.56% among 290,000 | AID 1800, 2009 | Hepatitis C virus NS3 helicase | inhibition, % at 10.9 µM | NS3 helicase DNA unwinding;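 active = inhibition above the mean of all tested compounds plus 3 SD, set per campaign, cut at about 35% in these data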;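 note: 0% = DMSO wells and 100% = thioflavine S control wells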
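System: HCV NS3 helicase fragment; control set: DMSO and thioflavine S; technique: Cy5 fluorescence at 0 and 60 min, beacon hairpin quenching; reagent: beacon DNA duplex substrate plus ATP; replicates: singlicate; schedule: 1 h reaction at 25 °C, ATP-initiated; medium: MOPS buffer pH 6.5 with MgCl2, DTT, Tween20, BSA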
MEKK3 PB1 HTS: modulators of MEKK3-MEK5 PB1 binding, primary screen, biochemical, wildtype MEKK3, multiplex bead flow cytometry, Alexa488-MEK5 | AID 1529, 2009 | Mitogen-activated protein kinase kinase kinase 3 (Homo sapiens), Q99759 | hit rate 1.4% among 290,000 | bead-based flow cytometry, Alexa488-MEK5 binding to MEKK3; actives lie on both sides; 0 = blocked by unlabeled MEK5, 100 = vehicle | binding response (% of control), % at 10 µM;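 active = binding response more than 3 SD above or below the average of its plate-row segment, actives on both sides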;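 note: Alexa488 bead fluorescence after subtracting the streptavidin-only scavenger bead signal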
Target sequence (Q99759 whole entry, looked up): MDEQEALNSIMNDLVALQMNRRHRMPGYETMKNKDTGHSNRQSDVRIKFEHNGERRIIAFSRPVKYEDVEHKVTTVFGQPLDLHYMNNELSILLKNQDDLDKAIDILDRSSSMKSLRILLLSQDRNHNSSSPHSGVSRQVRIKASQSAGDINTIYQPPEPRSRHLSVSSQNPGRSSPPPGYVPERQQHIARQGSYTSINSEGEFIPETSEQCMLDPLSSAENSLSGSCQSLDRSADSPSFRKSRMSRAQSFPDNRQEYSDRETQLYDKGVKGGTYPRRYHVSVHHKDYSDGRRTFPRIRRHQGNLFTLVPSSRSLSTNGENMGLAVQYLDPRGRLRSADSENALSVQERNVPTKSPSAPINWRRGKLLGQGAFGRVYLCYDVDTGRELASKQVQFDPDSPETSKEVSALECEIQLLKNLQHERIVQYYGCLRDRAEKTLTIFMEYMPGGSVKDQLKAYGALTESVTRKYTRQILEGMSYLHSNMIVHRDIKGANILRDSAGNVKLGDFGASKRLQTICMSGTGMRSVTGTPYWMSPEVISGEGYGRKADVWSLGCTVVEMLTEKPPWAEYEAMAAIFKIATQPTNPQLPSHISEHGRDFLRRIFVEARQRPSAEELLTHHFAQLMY
Numbers without * were called inactive; . = no result given; & = joins results of further samples; [ ] = another dose, or the depositor's remark. Not all compounds are listed (hit frequency here may not be typical).

SMILES	CRFR2-BP antag	MEKK2 WT-MEK5	MEKK2mut PB1 HTS	SUMO HTRF inh	GalR3 antagonist	FID counter	CRFBP-R2 agonist	NS3 helicase inh	MEKK3 PB1 HTS
CCC(C)c1ccc(O)c(NC(=O)c2ncn[nH]2)c1 (stereo unspecified)	7	104	6	-10	-4	-5	-2.9	2	109
COc1ccc(OC)c(NC(=O)c2[nH]c(C)c(C(C)=O)c2C)c1	77*	105	3	-25	-2	-11	-3.3	6	102
Cc1nc(NC(=O)/C=C/c2ccccc2)sc1C(=O)NCCO	-13	129	79*	16	-3	-12	-0.1	-7	139*
O=S(=O)(O)c1nc2ccccc2n1Cc1ccc(Cl)cc1Cl	-3	85	-13	23	0	-32	10	32	84
O=C(CSCc1cccc(Br)c1)NC1CC1	-12	104	0	-8	-2	-3	-5.4	8	105
CCc1ccc(NS(=O)(=O)c2ccc3oc(=O)ccc3c2)cc1	-11	98	1	14	-9	-14	-2.4	16	99
COc1ccccc1N1CCN(C(=O)COc2ccc(Cl)cc2Br)CC1	-9	101	5	10	-6	-29	3.0	-17	106
C=CCn1c(NCCO)nc2sc3c(c2c1=O)CCC3	17	93	-7	-2	3	7	-0.8	10	93
CC(NC(=O)c1nn(C)c(=O)c2ccccc12)c1ccccc1 (stereo unspecified)	5	98	-2	7	-3	-5	-0.7	2	98
O=C(Nc1ccccc1Cl)N1CCSc2ccccc21	-16	101	-2	8	.	-1	-1.4	2	111
COc1ccc(Cc2c(O)nc(SCC(C)C)[nH]c2=O)cc1	12	103	2	15	-3	-7	-2.6	-14	102
CC1(C)CC(=O)C(CC(=O)N2CCC(Cc3ccccc3)CC2)C(=O)C1	20	103	1	15	-7	-4	-0.9	-7	100
COCc1[nH]nc2c1C1(C(=O)Nc3ccc(F)cc31)C(C#N)=C(N)O2 (stereo unspecified)	3	120	8	10	-2	3	-0.6	-2	110
O=C(Nc1ccc(Cl)cc1)OCc1cc(-c2ccccc2)on1	5	112	8	-19	-7	1	1.4	-5	109
C=CC[C@H]1CC(Cc2ccccc2)=C[C@H](CC=C)N1	-28	99	-1	-1	-4	-1	3.8	-29	98
C/C(O)=c1/ccc2cccc3nc(C)nc1c23	-49	87	-4	45	0	-3	26	19	97
Cc1cc(C)c(S(=O)(=O)NCc2cn3ccccc3n2)c(C)c1	-4	101	2	6	1	-11	0.3	-8	104
C=CCN1C(=O)CSc2ccc(C(=O)NCc3ccco3)cc21	17	97	4	17	-8	-8	-0.9	15	104
O=S(=O)(c1ccccc1Cl)N1CCCC(c2nc(-c3cccnc3)no2)C1 (stereo unspecified)	-5	99	-1	6	-6	-22	-2.9	-7	98
COc1ccccc1Nc1nc(N)nc(CCl)n1	2	85	-9	15	-7	-1	-1.9	10	77
CN(C)S(=O)(=O)Nc1ccccc1F	1	93	-5	1	-5	-1	-0.6	6	96
CC1CCCN(c2cc(N(C)CCO)c([N+](=O)[O-])c3nonc23)C1 (stereo unspecified)	-8	103	4	-4	2	0	-6.8	-4	107
CCOc1ccc(S(=O)(=O)N2CCN(C)CC2)cc1NC(=O)c1ccccc1F	-12	109	0	12	-7	16	-2.5	-38	102
O=S(=O)(c1ccc(NC(=S)N2CCN(c3ccccc3F)CC2)cc1)N1CCOCC1	0	104	4	-7	-4	-5	-5.7	7	103
Cc1ccc2oc(C(=O)NCC(c3ccco3)N3CCCC3)c(C)c2c1 (stereo unspecified)	-13	97	-4	2	-10	15	-0.7	-11	91
Cc1ccc(S(=O)(=O)N(C)C)cc1NC(=S)NNC(=O)C1CC1	-2	105	0	-2	3	0	-0.4	4	131*
COC(=O)C(C)Sc1nc2c(cnn2-c2ccc(Cl)cc2)c(=O)[nH]1 (stereo unspecified)	25	105	11	-3	-5	-19	-5.0	-10	104
N#C/C(=C/C=C/c1ccccc1)C(=O)Nc1ccccc1	24	90	4	5	-6	-2	4.2	8	83
COc1ccccc1-c1cc(C(=O)NC2CCN(C)CC2)c2ccc(Cl)c(C)c2n1	-1	155*	28*	17	-4	31	0.9	-44	105
O=C(CS(=O)(=O)c1ccc2ccccc2c1)Nc1ccccc1Cl	-11	102	-1	4	0	-17	0.3	-15	97

Part of the list above in order of number of heavy atoms, smallest number first.
SMILES	CRFR2-BP antag	MEKK2 WT-MEK5	MEKK2mut PB1 HTS	SUMO HTRF inh	GalR3 antagonist	FID counter	CRFBP-R2 agonist	NS3 helicase inh	MEKK3 PB1 HTS
CCC(C)c1ccc(O)c(NC(=O)c2ncn[nH]2)c1 (stereo unspecified)	7	104	6	-10	-4	-5	-2.9	2	109
CC(NC(=O)c1nn(C)c(=O)c2ccccc12)c1ccccc1 (stereo unspecified)	5	98	-2	7	-3	-5	-0.7	2	98
O=C(CS(=O)(=O)c1ccc2ccccc2c1)Nc1ccccc1Cl	-11	102	-1	4	0	-17	0.3	-15	97

Remaining list, next part.
SMILES	CRFR2-BP antag	MEKK2 WT-MEK5	MEKK2mut PB1 HTS	SUMO HTRF inh	GalR3 antagonist	FID counter	CRFBP-R2 agonist	NS3 helicase inh	MEKK3 PB1 HTS
Cc1[nH]c2ccccc2c1NC(=O)CN1CCN(c2cccc(C(F)(F)F)c2)CC1	-18	111	8	14	-6	1	7.9	14	108
OC(COc1ccc2ccccc2c1)CN1CCOCC1 (stereo unspecified)	1&-2	102	2	4	-4&-9	4	1.5&-0.3	-10	100
C=CCN1C(=O)N(c2ccc(Cl)cc2)C(=O)C1CC(=O)Nc1ccc(F)cc1 (stereo unspecified)	-9	95	0	-11	-1	4	1.2	-7	97
CCOC(=O)C1=C(C)N(CCCC(=O)O)C(=O)NC1c1ccccc1OS(=O)(=O)c1ccc([N+](=O)[O-])cc1 (stereo unspecified)	3	97	3	.	0	.	-1.3	.	95
CCn1c(SC(C)C)nnc1-c1c[nH]c2ccccc12	3	107	6	0	.	-18	-0.7	9	108
O=C(Nc1ccccc1NC(=O)c1ccco1)c1ccco1	26	96	-7	-2	-7	1	1.2	-8	101
Cn1c(=O)cc(OCCCC(=O)NCc2ccc(F)cc2Cl)c2ccccc21	19	98	-12	20	-3	-12	-3.3	6	98
COc1ccccc1NC(=O)CCCCCN1C(=O)c2cccc([N+](=O)[O-])c2C1=O	-1	108	2	8	-1	-20	-1.0	-4	101
Cc1cc2cccc(C)c2nc1SCC(=O)NNC(=O)c1ccco1	11	85	-13	2	-2	-13	-1.5	-11	101
CCC(C)(C)NC(=O)C(c1ccccc1F)N(Cc1ccco1)C(=O)c1csnn1 (stereo unspecified)	15	106	1	-18	-5	-20	-3.0	0	105
O=c1oc(-c2cc3ccccc3o2)nc2sc3c(c12)CCCC3	-10	101	3	32	-7	-6	-0.7	1	103
Cn1c(C(=O)N2CCN(C(=O)c3ccco3)CC2)cc2c(=O)n(C)c3ccccc3c21	-6	98	1	15	-2	-17	-0.8	1	96
COC(=O)C(C)N1C(=O)S/C(=C\c2ccc(-c3ccc(C(=O)O)cc3C)o2)C1=O (stereo unspecified)	-3	105	6	13	-4	-18	0.3	16	106
O=C(CN1CCCN(S(=O)(=O)c2ccc(Br)cc2)CC1)Nc1ccc2cn[nH]c2c1	.	117	3	.	.	-20	.	-17	126
O=C(Nc1c(F)cc(F)cc1Br)c1cc(-c2ccccc2)on1	-22	104	2	0	-8	-7	4.3	-7	102
COc1ccccc1N(Cc1ccccc1)S(=O)(=O)c1cc(C(=O)O)ccc1Cl	-3	93	-5	31	-1	-13	-2.9	23	98
O=C(Nc1cccc(Cl)c1N1CCOCC1)c1cccs1	-4	80	-12	-3	-4	-16	0.0	-7	92
COc1ccc(NC(=O)c2nc[nH]c2C(=O)N[C@@H](C)C(=O)OC(C)(C)C)cc1	3	101	-7	-7	-2	.	-1.4	.	82*[inhibitor]
CS(=O)(=O)c1ccc2nc(NC(=O)c3ccc(Cl)cc3)sc2c1	0	101	3	16	-8	-6	0.8	17	103
CC(C)(C)n1nnnc1C(c1ccc(C(F)(F)F)cc1)N(Cc1ccc(F)cc1)Cc1ccco1 (stereo unspecified)	2	101	-3	-4	1	-4	4.9	9	91
COc1ccc(OC)c(NS(=O)(=O)c2ccc(Cl)nc2)c1	-52	96	-2	5	-11	-11	-1.3	11	96
COc1ccc(-c2nnn(CCC(=O)O)n2)cc1	14	108	6	1	0	-2	-3.8	5	102
O=C(CCNS(=O)(=O)c1ccc(Cl)cc1)N1CCN(c2ccccn2)CC1	-7	97	3	7	-5	-29	0.7	12	99
O=C1C2=C(Nc3ccccc3SC2c2ccco2)c2ccccc21 (stereo unspecified)	-29	101	2	27	-1	0	2.2	-3	102
CC(=O)Nc1ccc(S(=O)(=O)N2CCN(CCN3CCOCC3)CC2)cc1Cl	-20	105	-1	-18	-5	-1	0.5	5	105
COc1cc(/C=N/NC(=O)C(NC(=O)c2ccccc2)c2n[nH]c(=O)c3ccccc23)ccc1OCC(N)=O (stereo unspecified)	6	101	-1	3	-1	-41	-0.6	-11	99
CC(=O)N1CCN(C2=Nc3cccc4cccc2c34)CC1	5	95	-5	42	-4	7	12	1	86
N/C(=N/OC(=O)c1ccccc1Cl)c1nonc1N	13	109	-2	9	-1	2	-2.0	27	118
Cc1cc(C)c2c(=O)[nH]c(SCc3ccccc3C)nc2n1	14	107	6	16	-2	-16	-2.6	10	102
COC(=O)c1ccncc1C(=O)Nc1ccc(Oc2ncc(C(F)(F)F)cc2Cl)cc1	11	93	-2	10	-9	-29	-0.2	-5	95
Cc1ccccc1CN1CCN(Cc2cc(=O)c3ccccc3[nH]2)CC1CCO (stereo unspecified)	-2	102	1	20	-8	-12	0.1	-1	99
O=C(NCCN1CCCC1)c1ccc2c(c1)N(Cc1cccc(Cl)c1)C(=O)c1ccccc1S2(=O)=O	-13	122	12	11	-8	9	0.6	-97	99
CCOc1ccccc1N(CC(=O)Nc1ccc(OC)c(OC)c1)S(=O)(=O)c1ccccc1	0	107	9	-6	-3	-37	-2.8	-10	100
Cn1nnnc1SCC(=O)N1CCOCC1	8	100	-2	4	-2	-3	-1.2	-1	106
CCOC(=O)c1c(NC(C)=O)sc2c1CCC(C=NCCCN(CC)CC)=C2Sc1ccccc1	7	77	-4	.	.	-2	1.6	26	91
CCN(CC)CC(O)COc1ccc2c(c1)c(C(C)=O)c(C)n2-c1ccccc1 (stereo unspecified)	-22	103	4	-3	-5	12	0.5	-7	94
CCCCn1c2ccc(F)cc2c2nnc(SCCN3CCCCC3)nc21	-23	113	6	5	-5	-5	-1.9	-19	106
C=CCOc1ccc(C2CC(C)=NN2c2ccccc2)cc1 (stereo unspecified)	7	95	-5	3	-7	-14	0.9	0	91
Cc1cccc(CSc2ncc(CO)n2C)c1	14	93	-6	26	0	0	-2.8	-8	86
COc1cc(C(=O)Nc2cnc(NC(=O)C(C)C)cc2C)cc(OC)c1OC	3	105	3	.	1	-18	2.1	5	110
